SENP8 block-1 – SENP8 (human) protease inhibition | Q96LD8 | recombinant SENP8, Nedd8 substrate fluorescence | inhibition, % at 20 µM | 0.64% of 360,000 active | AID 602440; in the data active means inhibition mostly above about 40%, no sharp cut-off; inactive means mostly below about 27%
SENP7 block – SENP7 protease inhibition; recombinant SENP7, Z-RLRGG-aminoluciferin luminescence, 40 min; 1.5% of 330,000 active; Q9BQF6; inhibition, % at 5 µM; AID 434973;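 active means inhibition above about 50% at the single test dose, limit read from the data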;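 further: plate controls were DMSO with enzyme for no effect and no enzyme buffer wells for full effect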
SENP8 block-2 – inhibitors of human SENP8 protease | AID 2540 | inhibition, % at 10 µM | 1.2% of 330,000 active | Q96LD8 | purified SENP8, Z-RLRGG-aminoluciferin cleavage, luminescence; in the data active means inhibition above about 50%
SENP1 inh – blocks the human SENP1 SUMO protease catalytic domain | Q9P0U3 | recombinant SENP1 catalytic domain, CyPet-SUMO1-YPet FRET cleavage | inhibition, % at 10 µM | 0.21% of 360,000 active;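 active means inhibition at least 30% at 10 µM, raw YFP signal under a set limit, fluorescence ratio 0.5 to 1.5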;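 further: 0% = enzyme with DMSO and 100% = no enzyme wells; some results filed as inactive read as strong as hits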
Target sequence (Q9P0U3 419-644 limits assumed): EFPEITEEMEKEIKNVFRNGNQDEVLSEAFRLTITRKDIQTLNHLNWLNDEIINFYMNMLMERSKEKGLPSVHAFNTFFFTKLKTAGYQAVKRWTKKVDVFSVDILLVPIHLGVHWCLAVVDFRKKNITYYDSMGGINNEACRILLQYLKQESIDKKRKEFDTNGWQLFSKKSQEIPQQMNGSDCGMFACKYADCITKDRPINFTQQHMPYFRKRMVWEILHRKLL
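system = hSENP1 catalytic domain, recombinant | reagent = SFCypet-SUMO1-SFYpet substrate at 25 nM | doses = one dose per compound, 10 µM, 0.5% DMSO | incubation = enzyme reaction for 50 min at room temperature, dark | measured by = FRET, CFP and YFP emission | controls = no-enzyme low, enzyme-DMSO high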
HKDC1 inh – blocks human hexokinase HKDC1 activity; inhibition, % at 20 µM; 0.16% of 340,000 active; recombinant HKDC1, G6PDH/diaphorase resazurin coupled fluorescence;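 active means inhibition above about 35% when tested at 20 µM, limit read from the data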;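 further: plate controls were DMSO wells with enzyme for no effect and DMSO wells lacking enzyme for full effect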
Target sequence (Q2TB90 whole entry, looked up): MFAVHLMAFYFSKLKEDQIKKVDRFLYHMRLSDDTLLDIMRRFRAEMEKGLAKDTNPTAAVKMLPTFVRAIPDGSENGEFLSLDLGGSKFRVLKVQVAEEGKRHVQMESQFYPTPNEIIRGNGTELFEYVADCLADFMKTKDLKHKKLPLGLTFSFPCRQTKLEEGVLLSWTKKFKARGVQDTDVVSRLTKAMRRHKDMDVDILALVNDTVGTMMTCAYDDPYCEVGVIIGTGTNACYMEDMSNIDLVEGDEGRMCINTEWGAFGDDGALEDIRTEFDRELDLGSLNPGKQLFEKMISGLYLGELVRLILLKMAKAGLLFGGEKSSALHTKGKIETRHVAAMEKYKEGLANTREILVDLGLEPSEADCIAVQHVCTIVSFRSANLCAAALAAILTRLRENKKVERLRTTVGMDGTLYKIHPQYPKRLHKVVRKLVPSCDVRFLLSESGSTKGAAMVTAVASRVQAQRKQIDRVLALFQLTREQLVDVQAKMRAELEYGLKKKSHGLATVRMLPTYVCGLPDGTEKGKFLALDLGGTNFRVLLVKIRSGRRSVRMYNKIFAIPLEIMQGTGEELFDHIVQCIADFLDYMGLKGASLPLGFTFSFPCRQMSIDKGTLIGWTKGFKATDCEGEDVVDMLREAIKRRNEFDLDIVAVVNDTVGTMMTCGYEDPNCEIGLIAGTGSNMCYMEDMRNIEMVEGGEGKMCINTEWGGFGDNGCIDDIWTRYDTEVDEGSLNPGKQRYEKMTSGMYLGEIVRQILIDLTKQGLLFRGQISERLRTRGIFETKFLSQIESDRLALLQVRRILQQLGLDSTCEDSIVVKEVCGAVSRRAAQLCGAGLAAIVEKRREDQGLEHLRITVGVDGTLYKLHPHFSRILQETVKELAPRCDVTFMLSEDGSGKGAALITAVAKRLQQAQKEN
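Material: recombinant HKDC1 hexokinase; Amount: HKDC1 at 5 µg/mL; Medium: Tris pH 8.0 buffer with MgCl2, Tween-20, BSA, BME; Schedule: 90 min reaction incubation at room temperature, dark; Technique: coupled resazurin fluorescence, excitation 525 nm, emission 613 nm.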
beta cell repl – induces beta-cell replication in MIN6 cells. MIN6 cells proliferation, ATPlite luminescence, 48 h; cells starved in 0.2% serum; 100% = growth in 10% serum. proliferation, % at 10 µM. AID 2380. 0.29% of 330,000 active;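 active means compounds whose signal lies at least 3.5 SD above the mean of all wells on their plate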;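 further: 0% = DMSO-treated cells in low-serum medium and 100% = 10% serum control; some compounds called inactive have numbers as strong as hits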
UBC13 polyUb – inhibitors of human UBC13 polyubiquitin chain formation; 0.47% of 330,000 active; P61088; inhibition, % at 20 µM; TR-FRET; in the data active means inhibition above about 45%, passing the limit was not always enough
PfG6PD inh – PfG6PD (Plasmodium falciparum) enzyme inhibition. AID 504690. inhibition, % at 20 µM. PfGluPho enzyme, NADPH resazurin-diaphorase fluorescence. 0.78% of 350,000 active;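 active means inhibition reaching at least a set limit at 20 µM in the primary screen, cut at about 59% in these data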;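 further: 0% = DMSO wells with substrate and 100% = DMSO wells lacking glucose-6-phosphate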
SENP6 inh – inhibitors of human SENP6 protease. Q9GZR1. Recombinant SENP6 catalytic domain, aminoluciferin luminescence. inhibition, % at 10 µM. 1.8% of 330,000 active;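 active means inhibition above about 50% at the single tested dose, limit read from the data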;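 further: plate controls were DMSO wells with enzyme for no effect and DMSO wells lacking enzyme for full effect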
An asterisk follows results filed as active; x = not tested or not shown.

SMILES	SENP8 block-1	SENP7 block	SENP8 block-2	SENP1 inh	HKDC1 inh	beta cell repl	UBC13 polyUb	PfG6PD inh	SENP6 inh
CCc1ccc(N(C(=O)c2ccco2)C(C(=O)NC2CCCC2)c2cccnc2)cc1 (stereo not given)	8	6	0	-2	-6	-2	2	-1	-16
O=C(CCc1ccccc1O)NC1CCCc2ccccc21 (stereo not given)	8	8	4	1	3	4	4	-19	2
Cc1ccccc1C(=O)c1cccn1CC(=O)NCCCN1CCc2ccccc2C1	10	-5	-2	-2	-3	-2	8	7	-6
CC(=O)Nc1sc2c(c1C(c1cccc(Cl)c1)N1CCN(CCO)CC1)CCCC2 (stereo not given)	11	3	-8	-6	-4	-6	29	-6	3
Cn1c(NC(=O)C[n+]2cc(-c3ccc(Cl)c(Cl)c3)n3c2CCC3)cc(=O)n(C)c1=O	20	-3	-14	-1	-12	0	-24	-1	0
Cc1ccc(NC(=O)C2CC(=O)N(Cc3ccco3)C2)cc1 (stereo not given)	13	-8	-3	-1	-2	-1	1	4	-51
CCCCS(=O)(=O)NC1=NCN(CC)CN1	19	8	-2	-1	-11	1	1	2	-7
CCOC(=O)C(C)Oc1cc(Cl)c(C=O)cc1OC (stereo not given)	-8	10	1	-3	0	-1	5	-3	-7
COC(=O)c1cc(S(=O)(=O)NCC2CCN(Cc3cccc(F)c3)CC2)cn1C	16	0	0	1	-3	-3	-3	-9	7
COc1cc2c(cc1OC)CN(CC(=O)Nc1ccc(C)cc1)CC2	22	0	-2	-4	-7	1	12	3	-5

An excerpt of these results, with each value named:
Cc1ccc(NC(=O)C2CC(=O)N(Cc3ccco3)C2)cc1 (stereo not given)
  SENP8 block-1: 13
  SENP7 block: -8
  SENP8 block-2: -3
  SENP1 inh: -1
  HKDC1 inh: -2
  beta cell repl: -1
  UBC13 polyUb: 1
  PfG6PD inh: 4
  SENP6 inh: -51
CCCCS(=O)(=O)NC1=NCN(CC)CN1
  SENP8 block-1: 19
  SENP7 block: 8
  SENP8 block-2: -2
  SENP1 inh: -1
  HKDC1 inh: -11
  beta cell repl: 1
  UBC13 polyUb: 1
  PfG6PD inh: 2
  SENP6 inh: -7
CCOC(=O)C(C)Oc1cc(Cl)c(C=O)cc1OC (stereo not given)
  SENP8 block-1: -8
  SENP7 block: 10
  SENP8 block-2: 1
  SENP1 inh: -3
  HKDC1 inh: 0
  beta cell repl: -1
  UBC13 polyUb: 5
  PfG6PD inh: -3
  SENP6 inh: -7
COC(=O)c1cc(S(=O)(=O)NCC2CCN(Cc3cccc(F)c3)CC2)cn1C
  SENP8 block-1: 16
  SENP7 block: 0
  SENP8 block-2: 0
  SENP1 inh: 1
  HKDC1 inh: -3
  beta cell repl: -3
  UBC13 polyUb: -3
  PfG6PD inh: -9
  SENP6 inh: 7

Complete entries, looked up by structure:
Record of `Cc1ccc(NC(=O)C2CC(=O)N(Cc3ccco3)C2)cc1` (stereo not given) → SENP8 block-1 = 13; SENP7 block = -8; SENP8 block-2 = -3; SENP1 inh = -1; HKDC1 inh = -2; beta cell repl = -1; UBC13 polyUb = 1; PfG6PD inh = 4; SENP6 inh = -51
Record of `COc1cc2c(cc1OC)CN(CC(=O)Nc1ccc(C)cc1)CC2` → SENP8 block-1 = 22; SENP7 block = 0; SENP8 block-2 = -2; SENP1 inh = -4; HKDC1 inh = -7; beta cell repl = 1; UBC13 polyUb = 12; PfG6PD inh = 3; SENP6 inh = -5
Record of `COC(=O)c1cc(S(=O)(=O)NCC2CCN(Cc3cccc(F)c3)CC2)cn1C` → SENP8 block-1 = 16; SENP7 block = 0; SENP8 block-2 = 0; SENP1 inh = 1; HKDC1 inh = -3; beta cell repl = -3; UBC13 polyUb = -3; PfG6PD inh = -9; SENP6 inh = 7

The listing continues.
SMILES	SENP8 block-1	SENP7 block	SENP8 block-2	SENP1 inh	HKDC1 inh	beta cell repl	UBC13 polyUb	PfG6PD inh	SENP6 inh
CC(C)CNS(=O)(=O)c1cc(C(=O)N2CC(C)OC(C)C2)c(Cl)cc1Cl (stereo not given)	3	-8	-9	1	-4	-4	-1	-12	5
O=C(NC(=S)Nn1cnnc1)c1cccc(Br)c1	7	2	-8	-1	-10	-1	0	18	11
CC(C)c1nc(CNC(=O)c2ccc(OC3CCN(Cc4ccccn4)CC3)cc2)cs1	3	3	4	-8	-4	-4	-4	2	-6
CC(C)C(=O)Nc1nc(-c2ccc(S(=O)(=O)N3CCOCC3)cc2)cs1	-36	3	3	2	0	-2	-8	0	2
O=C(CN1CCN(C(=O)c2ccccc2)CC1)Nc1ccccc1	8	-7	-8	2	-7	0	-1	-1	-25
COC(=O)c1ccc(COC(=O)c2ccc(S(=O)(=O)N3CCC(C)CC3)cc2)o1	18	3	9	2	5	1	6	-17	-22
CCC1=C(OC(=O)N(CC)CC)N2C(=O)OC(=NCCOC)[C@]2(Cc2ccccc2)[C@H]2C1=CC[C@H]1C(=O)N(CC(=O)OC)C(=O)[C@H]12	-22	-4	-3	22	-1	-3	-2	3	-9
Cc1sc2nc(CN3CCOCC3)nc(NS(=O)(=O)c3ccccc3)c2c1C	-11	8	-5	-4	-1	1	-3	-20	-9
COc1ccc(Cc2nnc(SCc3c(C)noc3C)n2C2CCCCC2)cc1OC	12	2	2	2	2	-1	2	-6	-2
COC(=O)N/N=C\c1ccc(-c2cc(Cl)c(Cl)cc2Cl)o1	-196	-8	-9	-10	-7	0	-18	-1	-17
Cc1nn(C)cc1-c1n[nH]c(=S)n1-c1ccc(F)cc1	15	5	3	-1	-13	1	-1	29	1
Cc1ccc(S(=O)(=O)C2(C(=O)O)CCCC2)cc1C	8	2	0	1	-6	-4	-5	5	-13
Cc1oc(C(C)(C)C)cc1C(=O)Nc1ccc2c(c1)OCCO2	24	-6	-2	-1	0	-4	-5	14	-17
Cc1ccc(CCCOC(=O)C[N+]2(C)CCCC2)cc1	8	8	5	1	-3	0	4	-1	8
CSc1nc2sc3c(c2c(=O)n1C1CCCCC1)CCN(C)C3	-18	5	-4	-30	-14	3	3	-20	2
O=C(CSc1cc(Cl)ccc1Cl)NC1CCCC1	4	5	2	0	-5	-2	7	2	-13
COc1cccc(CN(CC(=O)NCC2CCCO2)C(=O)CCC(=O)Nc2cc(C)on2)c1 (stereo not given)	21	0	-4	0	-8	-2	3	7	-14
CCOc1ccc(C(=O)CSc2nnc(N)s2)cc1	-13	-13	-21	14	-7	0	-4	17	2
COc1cccc(CN(C)CC(O)COC(c2ccccc2)c2ccccc2C)c1 (stereo not given)	9	-3	0	0	-2	-7	19	8	-4
COc1ccc2ccccc2c1/C=N/n1cnnc1	-13	-3	12	-26	2	1	-6	-10	-4
COc1ccc(CNCCCNCc2ccc(OC)c(OC)c2)cc1OC	8	x	x	-1	-10	x	x	7	x
CCn1cc(C(=O)NCC2COc3ccccc3O2)c2cc(OC)c(OC)cc2c1=O (stereo not given)	1	-12	-5	-1	8	2	-6	5	-17
O=C(NCc1cccnc1)C(=O)Nc1nc2ccccc2s1	0	0	-7	-2	-3	0	2	-19	-13
CCOC(=O)CNC(=O)CSc1nc2sc(C)c(C)c2c(=O)n1C	11	6	1	4	-1	-1	6	0	3
CC1C(=O)Nc2ccccc2N1C(=O)c1ccc(F)cc1F (stereo not given)	8	10	3	2	0	-2	4	-8	25
O=C(/C=C/c1ccco1)Nc1sc2c(c1C(=O)O)CCC2	9	44	84*	3	0	-3	-3	50	92*
CCOC(=O)c1ccc(-c2c(C(=O)OCC)oc3cc(O)c(CC)cc3c2=O)o1	5	-1	4	-3	2	-2	5	32	4
CCOC(=O)c1[nH]c2cc(OC)c(OC)cc2c1NC(=O)c1ccc2c(c1)OCO2	-74	-4	4	9	-3	1	10	-6	8
CC(C)OCCCNc1nc2c(cnn2C)c(=O)[nH]1	5	x	x	-2	7	x	x	-12	x
COc1ccc(OCC(=O)Nc2ccc3c(c2)n(C)c(=O)n3C)cc1	17	-11	-2	1	-7	-5	-5	18	-10
Nc1ccccc1C#CC(=O)c1ccccc1	15	8	0	1	24	-5	-1	9	-10
NC(=O)c1nsc(C(=O)N(Cc2ccccc2F)C(C(=O)NCC2CCCO2)c2ccc(F)cc2)c1N (stereo not given)	-303	-1	1	-17	4	-1	12	6	-6
Cc1cc(C(=O)Nc2cc(C(C)(C)C)on2)c(C)o1	2	71*	64*	-1	-1	0	3	11	73*
CCOC(=O)C1CCCN(Cc2cc(=O)oc3cc(C)ccc23)C1 (stereo not given)	10	-6	-17	1	5	-1	-4	8	-24
O=C(C1CCC(=O)N(C2CCCC2)C1)N1CCN(c2ccccc2Cl)CC1 (stereo not given)	14	-11	-10	0	-6	-4	-3	0	-13
Cc1cccc(C(=O)Nc2cc(=O)n(C)c(=O)n2C)c1	0	0	10	1	-7	1	-2	4	9
CCN(C(=O)COC(=O)c1nc(Cl)ccc1Cl)c1c(N)n(Cc2ccccc2)c(=O)[nH]c1=O	-16	x	x	-6	-3	x	x	3	x
O=C(OCC(=O)N1CCN(C(=O)c2ccco2)CC1)c1ccc(Cl)nc1	-2	8	3	-1	3	-2	0	-14	6
C[C@@H]1NC(=O)/C(=C\c2ccccc2Cl)NC1=O	8	0	-1	0	-6	3	-5	2	0
COc1cc(NC(=O)c2ccccc2-c2ccccc2)cc(OC)c1	9	4	4	1	-3	0	-7	-1	14

3 structures already listed, arranged by SMILES length, smallest number first.
SMILES	SENP8 block-1	SENP7 block	SENP8 block-2	SENP1 inh	HKDC1 inh	beta cell repl	UBC13 polyUb	PfG6PD inh	SENP6 inh
Cc1cccc(C(=O)Nc2cc(=O)n(C)c(=O)n2C)c1	0	0	10	1	-7	1	-2	4	9
O=C(OCC(=O)N1CCN(C(=O)c2ccco2)CC1)c1ccc(Cl)nc1	-2	8	3	-1	3	-2	0	-14	6
NC(=O)c1nsc(C(=O)N(Cc2ccccc2F)C(C(=O)NCC2CCCO2)c2ccc(F)cc2)c1N (stereo not given)	-303	-1	1	-17	4	-1	12	6	-6

Continuation.
SMILES	SENP8 block-1	SENP7 block	SENP8 block-2	SENP1 inh	HKDC1 inh	beta cell repl	UBC13 polyUb	PfG6PD inh	SENP6 inh
CC(=O)NCCN1C(=O)C2C3c4ccccc4C(c4ccccc43)C2C1=O (stereo not given)	18	-1	-7	-1	-5	0	-1	-2	2
Cc1cc(C)c2nc(SCC(=O)Nc3ccc(S(=O)(=O)N4CCCC4)cc3)c(C)cc2c1	13	-2	-11	1	-1	0	-10	-18	-21
O=C(Nc1nnc(-c2ccccc2F)s1)Nc1ccccc1F	-61	5	1	-7	-7	-1	0	-23	-5
Cc1ccccc1NC(=O)c1ccc(C)c(S(=O)(=O)NCc2cccnc2)c1	8	-7	1	0	-3	2	-2	-8	-2
O=C(NCCNC(=O)c1ccccc1Br)c1cccnc1	12	-2	6	-2	-5	-2	-7	-29	0
CCCCN1CCC(=O)NC1=O	10	x	x	2	-6	x	x	-10	x
COc1cc2ccccc2cc1-c1nnc(COc2ccccc2)o1	-431	0	5	3	3	-2	18	1	-4
O=C(Nc1ccn(Cc2ccccc2)n1)c1cccc(F)c1	25	x	x	1	13	x	x	-3	x
O=C(NCc1nc2ccccc2[nH]1)C1=C[C@@H](c2ccc(Br)cc2)C[C@@H](OCc2ccc(CO)cc2)O1	1	19	-20	-1	4	-7	-29	11	-2
Cc1sc(C(C2C(=O)CC(C)(C)CC2=O)C2C(=O)CC(C)(C)CC2=O)cc1[N+](=O)[O-]	17	0	2	2	-8	0	-8	27	-3
CC(C)(C)OC(=O)N1CCC(C(=O)Nc2cccc(C(=O)NCc3ccccc3)c2)CC1	-6	x	x	2	-4	x	x	-9	x
CN(Cc1ccccc1)S(=O)(=O)c1ccc(Cl)c(C(=O)OCC(=O)NC2CCS(=O)(=O)C2)c1 (stereo not given)	20	-3	-9	1	0	-1	-5	-17	-13
